Bioassay records from PubChem BioAssay.
MBD2 DNA inh – inhibitors of MBD2 binding to methylated DNA, primary screen, biochemical, TR-FRET, DNA-binding domain, human; MBD2 binding to methylated oligonucleotide; inhibition, % at 4.4 µM; 0.31% of 370,000 active; in the data active means inhibition above about 13%
TCR-CD3 inh – inhibitors of human TCR-CD3 interaction, primary screen, biochemical, fluorescence, TAMRA-labeled TCR probe; T-cell receptor (TCR); 0.37% of 360,000 active; AID 651800, 2012; inhibition, % at 9.4 µM; in the data active means inhibition above about 19%;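 further: recombinant mutant TCR 2C K166C tagged with TAMRA read by polarization; 0% = receptor in buffer alone and 100% = receptor with positive control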
UHRF1 MBD2 ctr – UHRF1 methylated DNA binding inhibitors, primary screen, counter-screen for MBD2 inhibitor project, biochemical, TR-FRET, human UHRF1, single concentration | E3 ubiquitin-protein ligase UHRF1 (Homo sapiens), Q96T88 | UHRF1 binding to methylated oligo | inhibition, % at 4.4 µM | 0.75% of 370,000 active | AID 687016, 2013; in the data active means inhibition above about 21%;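 further: UHRF1 SRA domain binding a hemimethylated CpG hairpin DNA probe; 0% = median of test compound wells and 100% = reference inhibitor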
Target sequence (Q96T88 whole entry, looked up, the tested form may be a part): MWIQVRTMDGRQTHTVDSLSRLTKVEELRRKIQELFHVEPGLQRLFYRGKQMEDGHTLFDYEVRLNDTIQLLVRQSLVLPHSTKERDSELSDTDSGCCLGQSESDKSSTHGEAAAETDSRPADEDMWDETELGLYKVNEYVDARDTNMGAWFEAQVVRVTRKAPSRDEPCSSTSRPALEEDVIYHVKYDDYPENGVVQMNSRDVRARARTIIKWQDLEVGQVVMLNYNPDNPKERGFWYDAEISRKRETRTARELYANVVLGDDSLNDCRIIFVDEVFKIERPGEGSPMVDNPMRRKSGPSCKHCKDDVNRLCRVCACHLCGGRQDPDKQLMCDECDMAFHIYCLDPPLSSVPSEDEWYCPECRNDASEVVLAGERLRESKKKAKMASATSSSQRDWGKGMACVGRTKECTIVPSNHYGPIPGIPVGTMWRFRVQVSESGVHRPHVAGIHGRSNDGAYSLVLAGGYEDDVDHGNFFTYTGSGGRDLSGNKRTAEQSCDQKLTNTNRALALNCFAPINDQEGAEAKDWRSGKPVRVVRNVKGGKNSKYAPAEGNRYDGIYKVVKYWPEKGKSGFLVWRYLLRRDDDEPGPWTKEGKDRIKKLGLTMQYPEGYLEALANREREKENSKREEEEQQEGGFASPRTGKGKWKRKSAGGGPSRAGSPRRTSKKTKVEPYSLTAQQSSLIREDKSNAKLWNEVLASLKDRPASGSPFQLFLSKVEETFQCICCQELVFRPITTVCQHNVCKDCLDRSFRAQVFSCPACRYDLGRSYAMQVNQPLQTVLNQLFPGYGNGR
PRMT1 FP inh – PRMT1 methyltransferase inhibitors, primary screen, biochemical, fluorescence polarization; recombinant PRMT1, activity-based probe fluorescence polarization; inhibition, % at 2.79 µM; 1.3% of 370,000 active; Protein arginine N-methyltransferase 1 (Homo sapiens), Q99873;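 active means inhibition above about 21% made by adding two undisclosed values, limit read from the data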
proKLK7 act – proKLK7 zymogen activators, primary screen, biochemical, fluorescence intensity; purified proKLK7, EDANS-DABCYL substrate fluorescence; 100% is mature enzyme control, 0% vehicle; Kallikrein-7 (Homo sapiens), P49862; activation, % at 7 µM; 0.9% of 370,000 active; AID 652039, 2013;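 active means activation above the mean of all tested compounds plus 3 SD, computed per campaign excluding outliers beyond control limits, cut at about 13% in these data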
Target sequence (P49862 whole entry, looked up): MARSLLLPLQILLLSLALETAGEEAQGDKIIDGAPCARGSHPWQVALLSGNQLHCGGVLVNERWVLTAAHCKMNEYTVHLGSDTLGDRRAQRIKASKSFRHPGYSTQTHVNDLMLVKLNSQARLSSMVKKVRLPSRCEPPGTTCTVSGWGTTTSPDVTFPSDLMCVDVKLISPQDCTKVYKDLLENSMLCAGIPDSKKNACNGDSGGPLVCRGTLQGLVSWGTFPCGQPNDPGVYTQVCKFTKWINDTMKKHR
Tn6 DDE FP – inhibitors of Tn6 peptide binding to fibrin DD(E), primary screen, biochemical, fluorescence polarization, human fibrin, Tn6 probe; Fibrinogen beta chain (Homo sapiens), P02675; Fibrin DD(E) TRITC-Tn6 fluorescence polarization displacement; inhibition, % at 8.3 µM; 0.21% of 370,000 active; AID 720509, 2013;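 active means inhibition above a per-campaign cutoff: mean of compounds within control limits plus 3 SD, cut at about 15% in these data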;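 further: 0% = median of all compound wells on the plate and 100% = blocking peptide control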
SIAE inh – human SIAE inhibitors, primary screen, biochemical, fluorescence polarization, FP-Rh probe, 1536-well HTS | 0.69% of 370,000 active | AID 1053197, 2014 | Sialate O-acetylesterase (Homo sapiens), Q9HAT2 | SIAE FP-Rh probe binding | inhibition, % at 9.66 µM;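 active means inhibition above a cutoff: mean of compounds within the control limits plus 3 SD of those, cut at about 17% in these data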;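 further: 0% = plate median of compound wells and 100% = probe without SIAE protein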
LEDGF integ inh – blockers of LEDGF/p75-dependent integrase strand transfer – biochemical, TR-FRET, high throughput, primary screen; 0.64% of 370,000 active; TR-FRET IN-LEDGF/p75 DNA integration, Eu/Cy5; inhibition, % at 3.7 µM; HIV-1 integrase (with human LEDGF/p75);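 active means inhibition above the screen-wide mean plus 3 SD, cut at about 13% in these data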;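 further: signal is the Cy5 over europium emission ratio at 671 and 618 nm; 0% = plate median of compound wells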
TDP2 absorb – human TDP2 enzyme inhibitors, primary screen, biochemical, epi absorbance, recombinant enzyme; inhibition, % at 12.8 µM; Tyrosyl-DNA phosphodiesterase 2 (Homo sapiens), O95551; T5PNP hydrolysis, p-nitrophenol absorbance 415 nm; AID 720702, 2013; 0.34% of 370,000 active;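 active means inhibition above the mean of all tested compounds plus 3 SD, set per campaign, cut at about 25% in these data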;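 further: 0% = DMSO with enzyme and 100% = buffer with substrate but no TDP2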
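System – recombinant human TDP2 · Amount – 120 nM TDP2 per well · Buffer or medium – Mg2+-containing Tris-HCl buffer, pH 7.5 · Reagent – T5PNP substrate, 5 mM · Dosing – 12.8 µM single point, 1% DMSO · Incubation – 2 h at 37 °C · Measured by – epi absorbance · Read-out basis – percent inhibition · Benchmarks – high control without enzyme, low control DMSO plus TDP2 · Repeats – singlicate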
Tn7 DDE FP – inhibitors of Tn7 peptide binding to fibrin DD(E), primary screen, biochemical, fluorescence polarization, human fibrin, Tn7 probe | Fibrinogen beta chain (Homo sapiens), P02675 | 0.13% of 370,000 active | FP displacement of FITC-Tn7 peptide from fibrin DD(E); 0% = median of compound wells per plate | inhibition, % at 8.3 µM | AID 720508, 2013;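 active means inhibition above the mean of compounds falling within the control limits plus 3 SD of them, cut at about 14% in these data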;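 further: 0% = plate median of compound wells and 100% = 10 µM Aha-Tn7 peptide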
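Assay system: Human fibrin DD(E) protein | Medium: Tris buffer with calcium and detergent, pH 7.8 | Reagent: 0.1 µM fluorescent Tn7 | Compound dosing: Single point at 8.3 µM | Times: 10 min preincubation, 3 h with tracer, room temperature | Detection: Fluorescence polarization of the labelled Tn7 tracer | Controls: Aha-Tn7 high control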
* marks the source's active call; other numbers are inactive results; . = not tested or not shown.

Short keys – A = MBD2 DNA inh; B = TCR-CD3 inh; C = UHRF1 MBD2 ctr; D = PRMT1 FP inh; E = proKLK7 act; F = Tn6 DDE FP; G = SIAE inh; H = LEDGF integ inh; I = TDP2 absorb; J = Tn7 DDE FP
CCOC(=O)c1ccccc1N/C=C1\CCCC1=O
  A: 0	B: 8	C: 0	D: 1	E: -0.8	F: 0	G: 7	H: 2	I: 12	J: -4
O=C(CSc1ccccc1)NCc1ccco1
  A: -6	B: 0	C: 0	D: 1	E: 0.1	F: 5	G: -4	H: 1	I: 8	J: -4
CC(C)c1cc(C(=O)N2CCCC(Nc3ccc(F)cc3)C2)nc(N)n1 (configuration not stated)
  A: -4	B: -1	C: -2	D: -5	E: -0.2	F: 1	G: 3	H: 1	I: -8	J: 4
CCN(CC)C(=O)C1CCCN(Cc2nc(-c3cccs3)no2)C1 (configuration not stated)
  A: 3	B: 7	C: 1	D: -1	E: 0.1	F: -7	G: 2	H: 2	I: -16	J: 0
Clc1ncc(CN2CCN(Cc3ccccc3)CC2)s1
  A: -3	B: 6	C: 2	D: -3	E: 0.2	F: -2	G: 28*	H: 2	I: -9	J: 0
Cc1ccc(NC(=O)c2ccc3c(c2)S(=O)(=O)c2ccccc2C3=O)cc1S(=O)(=O)N1CCOCC1
  A: 7	B: -1	C: -2	D: 0	E: 0.4	F: -1	G: -97	H: 0	I: -12	J: -6
COc1cc(OC)cc(C(=O)NC2CCSC2=O)c1 (configuration not stated)
  A: 1	B: 4	C: 0	D: 3	E: 0.0	F: -5	G: -8	H: 0	I: 3	J: 6
CC(=O)Nc1ccc(NC(=O)CCn2nnc3ccccc32)cc1
  A: 3	B: -15	C: 0	D: 2	E: -0.7	F: -6	G: -3	H: 0	I: -12	J: 5
COc1ccccc1N1CCN(C(c2cccs2)C(C)NC(=O)c2ccncc2)CC1 (configuration not stated)
  A: 0	B: -6	C: 3	D: -3	E: 296*	F: 3	G: 6	H: 3	I: 0	J: 3
COCCNC(=O)/C(C#N)=C/c1c(N2CCN(c3cccc(Cl)c3)CC2)nc2c(C)cccn2c1=O
  A: -6	B: 1	C: -6	D: -4	E: 6.9	F: -1	G: 4	H: 3	I: 2	J: -9
CC1CN(C(=O)COC(=O)c2c(Cl)cccc2Cl)CC(C)O1 (configuration not stated)
  A: 0	B: -1	C: -2	D: 2	E: -0.8	F: 2	G: 0	H: -1	I: 7	J: 3
COC(=O)[C@]12C[C@H](CC(=O)N3CCSCC3)C(=O)N(CCC3=CCCCC3)C1=C[C@H](C1CCCC1)O[C@@H]2C
  A: 2	B: .	C: 3	D: 1	E: 1.3	F: 7	G: 1	H: 0	I: 0	J: 3
CCOc1ccc(C(=O)N2CCN(Cc3ccccc3)CC2)cc1
  A: 9	B: -11	C: 5	D: 5	E: 0.2	F: -8	G: -6	H: 2	I: -13	J: 5
CCOC(=O)c1oc2ccccc2c1COC(=O)CNC(=O)c1ccccc1F
  A: -1	B: -4	C: -1	D: 0	E: 0.1	F: 5	G: 2	H: -5	I: -6	J: -1
Cc1ccc(C(=O)NCCN(C)C)cc1C
  A: 0	B: -4	C: 0	D: 2	E: 0.0	F: 4	G: 3	H: 1	I: 1	J: 1
COCCN(C(=O)COC(=O)CSc1ccc(Cl)cc1)c1c(N)n(Cc2ccccc2)c(=O)[nH]c1=O
  A: 6	B: 4	C: -3	D: -6	E: -0.4	F: 1	G: -4	H: -2	I: 1	J: -5
C[C@H]1CN([C@@H](C)CO)S(=O)(=O)c2ccc(Br)cc2O[C@@H]1CN(C)C(=O)Cc1ccccc1
  A: 1	B: -1	C: 0	D: 0	E: -0.1	F: 2	G: 0	H: -11	I: -1	J: 4
Nc1ccc(S(=O)(=O)c2ccc(N3CCOCC3)c(N)c2)cc1
  A: 9	B: -4	C: 7	D: 9	E: 0.6	F: 1	G: -4	H: 1	I: -4	J: -2
CCC(O)c1c(-c2ccccc2)nn(C)c1Cl (configuration not stated)
  A: 8	B: -7	C: 6	D: 2	E: -0.5	F: -6	G: -14	H: 4	I: -11	J: 1
COc1cc(C2C(C#N)=C(N)Oc3n[nH]c(-c4ccncc4)c32)cc(OC)c1OC (configuration not stated)
  A: -4	B: 0	C: -7	D: 0	E: 0.0	F: -5	G: 0	H: 0	I: 16	J: -6
Cc1ccc2c(N)c(C#N)sc2n1
  A: -6	B: -2	C: -5	D: -2	E: 2.5	F: 8	G: -1	H: 1	I: -2	J: 5
C#CCNC(=O)C[C@@H]1C[C@@]2(C(=O)OC)CCCCC=C2N(Cc2ccccc2)C1=O
  A: 2	B: 9	C: -3	D: -1	E: 0.6	F: -1	G: 4	H: -4	I: 3	J: 6
O=C(c1ccc(-n2cncn2)c2ccoc12)N1CCOCC1
  A: 9	B: 0	C: 9	D: 6	E: -0.4	F: 5	G: 6	H: -3	I: 11	J: -7
COc1ccccc1-c1coc2cc(OC(=O)/C=C/c3ccccc3)ccc2c1=O
  A: 3	B: 4	C: 6	D: -1	E: 1.0	F: -5	G: 4	H: -1	I: 6	J: 3
COc1ccc(NC(=O)N(C)C[C@H]2Oc3ncc(Br)cc3C(=O)N([C@H](C)CO)C[C@@H]2C)cc1
  A: -6	B: 4	C: 0	D: -4	E: 0.3	F: 6	G: 9	H: 1	I: -2	J: 2
CC(C)CCSc1nc(N2CCOCC2)c2c(c1C#N)CC(C)(C)OC2
  A: -4	B: 2	C: 0	D: 0	E: -2.1	F: -7	G: -3	H: 1	I: -3	J: 2
COc1cccc(N2CC(=O)Nc3c(oc4nc(-c5ccccc5)cc(C)c34)C2=O)c1
  A: -2	B: 5	C: 45*	D: 6	E: 0.1	F: -8	G: 4	H: -5	I: -20	J: 1
Nc1nc2cc(Br)ccc2o1
  A: 0	B: -1	C: -2	D: -2	E: -0.5	F: -4	G: 0	H: 0	I: 0	J: 0
CC(=O)Nc1ccc(NC(=O)C(C)OC(=O)c2cccc(S(=O)(=O)N3CCCCC3)c2)cc1 (configuration not stated)
  A: 2	B: 9	C: -1	D: 2	E: -0.5	F: -3	G: -8	H: 1	I: 3	J: 10
CCCCNC(=O)Cc1ccc(C)cc1
  A: -2	B: 9	C: -2	D: 0	E: -0.3	F: -9	G: 0	H: -1	I: 3	J: -3
CCCc1nn(C)c(C(=O)Nc2ccc(C)c(C)c2)c1Cl
  A: 0	B: 7	C: -1	D: 1	E: -0.1	F: 8	G: 7	H: 0	I: 2	J: 6
CCOC(=O)c1ccc(NC(=O)C2CCN(S(=O)(=O)c3ccccc3)CC2)cc1
  A: -1	B: 1	C: 0	D: 3	E: 0.0	F: -2	G: -3	H: 0	I: 0	J: 0
CCCn1c(SCC(=O)c2ccc(CC)cc2)n[nH]c1=O
  A: -1	B: 4	C: -3	D: -1	E: -0.7	F: -4	G: 2	H: 2	I: 2	J: -4
Clc1cccc(Cl)c1CSc1nnc2ccccn12
  A: -1	B: 2	C: 5	D: 1	E: -0.3	F: 2	G: 4	H: -1	I: -9	J: 0
CC1CC1C(=O)OCC(=O)Nc1ncc(Cl)cc1Cl (configuration not stated)
  A: 1	B: 2	C: -1	D: 4	E: -0.4	F: 2	G: 4	H: -4	I: -1	J: -2
Cc1ccc(NCc2ccco2)cc1C
  A: -6	B: 6	C: 2	D: -2	E: -0.2	F: 2	G: 12	H: 6	I: 6	J: 5
O=C1NC[C@H](Cc2ccccc2)N(CC2CCN(CCCC3CCCC3)CC2)C1=O
  A: -1	B: 2	C: 0	D: 0	E: -0.3	F: 13	G: -9	H: 1	I: -4	J: 2
NC(=O)c1nn(-c2ccccc2)nc1NC(=O)CN1CCOCC1
  A: 6	B: -3	C: 2	D: -8	E: 0.1	F: 0	G: -2	H: -3	I: -15	J: -7
O=c1oc2ccccc2cc1-c1ccc(O)cc1O
  A: 1	B: -3	C: -4	D: 2	E: -0.5	F: 1	G: 10	H: -2	I: 7	J: -1
CCOc1ccc(NC(=O)CN(C)C(=O)C(C)Oc2ccc(Cl)cc2)cc1OCC (configuration not stated)
  A: -1	B: 3	C: -1	D: -1	E: 0.0	F: 4	G: 8	H: 5	I: 10	J: -5
CC(CCC(=O)O)C1CC[C@@]2(C)C3C(=O)CC4C(C)(C)C(O)CC[C@]4(C)C3C(=O)C[C@]12C (some centres not stated)
  A: -1	B: 4	C: -1	D: 1	E: -0.2	F: 6	G: -3	H: -1	I: -1	J: -4
O=C(NNC(=O)C1C2C=CC(C2)C1C(=O)O)c1ccccc1 (configuration not stated)
  A: -2	B: 3	C: 1	D: 3	E: 0.0	F: 3	G: 0	H: 0	I: 0	J: 3
CCOc1ccc(-c2cc(C(=O)N/N=C/c3cccnc3)c3ccccc3n2)cc1
  A: -3	B: 0	C: 0	D: 5	E: -13	F: -9	G: -20	H: -5	I: 2	J: 1

Full records from above. Values in the order: MBD2 DNA inh, TCR-CD3 inh, UHRF1 MBD2 ctr, PRMT1 FP inh, proKLK7 act, Tn6 DDE FP, SIAE inh, LEDGF integ inh, TDP2 absorb, Tn7 DDE FP
CCCn1c(SCC(=O)c2ccc(CC)cc2)n[nH]c1=O is listed as -1, 4, -3, -1, -0.7, -4, 2, 2, 2, -4
Clc1cccc(Cl)c1CSc1nnc2ccccn12 is listed as -1, 2, 5, 1, -0.3, 2, 4, -1, -9, 0
NC(=O)c1nn(-c2ccccc2)nc1NC(=O)CN1CCOCC1 is listed as 6, -3, 2, -8, 0.1, 0, -2, -3, -15, -7
O=C(NNC(=O)C1C2C=CC(C2)C1C(=O)O)c1ccccc1 (configuration not stated) is listed as -2, 3, 1, 3, 0.0, 3, 0, 0, 0, 3
CC1CC1C(=O)OCC(=O)Nc1ncc(Cl)cc1Cl (configuration not stated) is listed as 1, 2, -1, 4, -0.4, 2, 4, -4, -1, -2
